Screens (PubChem)
TAAR1 agonist = agonists of human TAAR1; Q96RJ0; CHO RD-HGA16 TAAR1, Fluo-8 calcium fluorescence; vehicle wells 0%, saturating PEA agonist 100%; activation, % at 3 µM; 360,000 compounds, 0.99% hits;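 active = activation above the mean activation of all test compounds in the run plus 3 SD, cut at about 38% in these data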
Target sequence (Q96RJ0 whole entry, looked up): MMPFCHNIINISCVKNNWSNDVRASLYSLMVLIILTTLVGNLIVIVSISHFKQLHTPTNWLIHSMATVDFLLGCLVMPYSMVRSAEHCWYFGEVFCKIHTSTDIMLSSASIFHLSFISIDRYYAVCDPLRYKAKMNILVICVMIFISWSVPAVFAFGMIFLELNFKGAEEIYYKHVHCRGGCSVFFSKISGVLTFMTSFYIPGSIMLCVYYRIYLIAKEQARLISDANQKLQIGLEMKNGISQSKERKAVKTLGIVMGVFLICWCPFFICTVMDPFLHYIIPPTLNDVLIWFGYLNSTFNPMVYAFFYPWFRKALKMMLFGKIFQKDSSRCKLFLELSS
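Repeats: no replicates (n 1) | Material: CHO-derived RD-HGA16 cells with stable Gα16 and human TAAR1 | Technique: Kinetic Fluo-8 calcium fluorescence | Schedule: 17-24 h seeding, 75 min 37 °C dye, 30 min RT | Evaluation: % activation from peak over basal fluorescence ratio, DMSO-to-PEA scaled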
CHRM5 PAM = potentiates acetylcholine response at human M5 receptor; 360,000 compounds, 0.3% hits; CHO-K1 hM5, Fluo-8 calcium, ACh EC20 PAM; 0% = ACh EC20, 100% = ACh EC100; P08912; AID 624038; activation, % at 3 µM;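 active = activation above the run cutoff, the mean activation of all test compounds plus 3 SD, cut at about 18% in these data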
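Assay system: CHO-K1 hM5 cells. Also added: acetylcholine at EC20 concentration, added after compound. Dosing: 3 µM, single dose. Times: compound preincubation 140 s before EC20 acetylcholine addition. Signal: Fluo-8 calcium fluorescence. Measure: % activation relative to EC20 and EC100 ACh responses. Repeats: singlicate, one well per test compound.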
CHRM4 agonist = agonists of human muscarinic M4 receptor (CHRM4); activation, % at 3 µM; 360,000 compounds, 0.14% hits; P08173; AID 624127; CHO-K1 hM4/Gqi5, Fluo-8 calcium fluorescence; vehicle 0%, full acetylcholine response 100%;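 active = activation above the run mean over all test wells plus 3 SD, cut at about 32% in these data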;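 note: peak over basal fluorescence ratio per well then scaled between controls; 0% = DMSO wells and 100% = acetylcholine at EC100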
CHRM1 PAM = potentiates human M1 receptor response to acetylcholine. P11229. CHO-K1 hM1, Fluo-8 calcium fluorescence, ACh EC20; 0% = ACh EC20, 100% = maximal ACh. activation, % at 3 µM. 360,000 compounds, 0.088% hits. AID 588819; in the data active = activation above about 19%, passing the limit was not always enough
CHRM5 agonist = agonists of human muscarinic M5 receptor (CHRM5); P08912; CHO-K1 hM5 cells, Fluo-8 calcium fluorescence; 0% DMSO wells, 100% maximal acetylcholine response; activation, % at 3 µM; 360,000 compounds, 0.19% hits;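 active = activation above the run's mean over test compounds plus 3 SD, cut at about 23% in these data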;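 note: signal is peak over basal fluorescence ratio across the kinetic read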
CHRM1 antagonist = antagonists of human M1 muscarinic receptor; 360,000 compounds, 1.3% hits; inhibition, % at 3 µM; P11229; AID 588852; CHO-K1 hM1, Fluo-8 calcium fluorescence, ACh EC80 antagonist;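 active = percent inhibition above its own plate's cutoff, namely the mean of that plate's compound wells plus 3 SD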;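 note: peak over basal fluorescence ratio during 140 s after agonist addition; 0% = ACh EC80 plus DMSO and 100% = DMSO alone without agonist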
M5 antag = antagonists of human muscarinic M5 receptor (CHRM5) | CHO-hM5 cells, Fluo-8 calcium fluorescence, ACh EC80 | 360,000 compounds, 0.59% hits | P08912 | AID 624040 | inhibition, % at 3 µM;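 active = inhibition above a per-plate cutoff, the mean of that plate's test compounds plus 3 SD, cut at about 27% in these data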;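 note: 0% = acetylcholine EC80 with DMSO and 100% = DMSO without agonist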
M4 antag = blocks acetylcholine activation of human M4 receptor. AID 624125. inhibition, % at 3 µM. P08173. CHO-hM4 cells, ACh EC80, Fluo-8 calcium fluorescence. 360,000 compounds, 0.73% hits;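 active = inhibition above its plate's cutoff, the mean inhibition of sample wells plus 3 SD, cut at about 27% in these data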;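 note: 0% = acetylcholine EC80 with DMSO and 100% = DMSO without agonist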
CHRM1 agonist = agonists of human M1 muscarinic receptor; 360,000 compounds, 0.33% hits; activation, % at 3 µM; CHO-K1 hM1, Fluo-8 calcium fluorescence, agonist mode; 0% DMSO, 100% acetylcholine EC100;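 active = activation above the run's mean compound activation plus 3 SD, cut at about 16% in these data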;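 note: peak over basal fluorescence ratio within a 140 s kinetic read after compound addition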
Active calls of the source: *. Some of the compounds tested. The share of hits here may be higher or lower than overall.

The line under a structure holds: CHRM1 agonist | CHRM4 agonist | CHRM1 antagonist | CHRM1 PAM | M5 antag | M4 antag | CHRM5 PAM | TAAR1 agonist | CHRM5 agonist
COc1cccc(NC(=O)C2CCCN(S(C)(=O)=O)C2)c1 (centres undefined)
  1 | 0 | -18 | 5 | 18 | 4 | -3 | 3 | -5
Oc1ccc[n+](CC(O)c2ccccc2)c1 (centres undefined)
  -2 | 1 | -7 | 10 | 1 | -3 | 11 | 4 | 7
CCOC(=O)c1[nH]cnc1C(=O)Nc1ccc([N+](=O)[O-])cc1
  -3 | 0 | 7 | -5 | 2 | -8 | 0 | 0 | -1
CC(NC(=O)CN(C)S(=O)(=O)c1ccc(Br)s1)c1ccccc1 (centres undefined)
  -5 | 1 | -2 | -1 | 15 | -10 | -5 | -2 | -3
CCOC(=O)c1c(C)[nH]c(C(=O)CN(C)CC(=O)Nc2ccccc2C(F)(F)F)c1C
  -3 | 4 | -11 | 8 | 4 | 3 | -4 | 10 | 3
COCc1cc(=O)[nH]c(SCC(=O)Nc2ccccc2)n1
  -3 | 0 | -2 | 6 | -3 | 2 | 4 | 10 | 6
CC1CCCCN1C/C=C/c1ccccc1[N+](=O)[O-] (centres undefined)
  -7 | 2 | 86* | -23 | 11 | 34* | -21 | 1 | -12
Cc1cc([N+](=O)[O-])cc2c1NC(=O)C2(O)N1CCCC(C)C1 (centres undefined)
  -3 | 0 | -15 | 13 | 1 | 11 | -3 | 3 | -1
Cc1ccc(Cl)cc1NS(=O)(=O)c1c(C)[nH]c(=O)[nH]c1=O
  -1 | 0 | -1 | 7 | -1 | 5 | -4 | 9 | 1
Cc1ccc(C2(c3ccccc3)NC(=O)N(CC(=O)NCc3ccccc3)C2=O)cc1C (centres undefined)
  -9 | -1 | -3 | 1 | -10 | -1 | 3 | 17 | -9

(further entries)
The line under a structure holds: CHRM1 agonist | CHRM4 agonist | CHRM1 antagonist | CHRM1 PAM | M5 antag | M4 antag | CHRM5 PAM | TAAR1 agonist | CHRM5 agonist
CN(C)CCCN(C(=O)c1ccc(S(=O)(=O)N(C)C)cc1)c1nc2cc3c(cc2s1)OCO3
  -12 | 2 | 1 | -2 | 6 | 11 | -2 | 7 | -6
COc1cccc(NC(=O)Nc2cccn(Cc3ccc(C)cc3)c2=O)c1
  -3 | 2 | -2 | 2 | -3 | 0 | 4 | 3 | 1
CCOc1cc(CNCc2cc(OC)cc(OC)c2)ccc1OC
  0 | 8 | -3 | 1 | 19 | -5 | -15 | 11 | 3
O=C(Nc1ccc(F)c(Cl)c1)c1csc([C@@H]2C[C@H](O)[C@@H](CO)O2)n1
  -2 | 2 | 13 | -5 | 6 | -2 | 0 | 5 | 1
COC(CNC(=O)Cn1nc(Cc2ccncc2)c2ccccc2c1=O)OC
  -2 | 0 | -18 | 10 | -2 | -14 | -2 | 3 | -4
C=CCN1C(=NC(=O)CCC)SC2CS(=O)(=O)CC21 (centres undefined)
  -2 | 0 | -8 | 9 | -4 | 13 | 4 | 13 | -1
O=C1NN(c2ccccc2)C(=O)/C1=C\c1ccc2c(c1)OCO2
  -1 | 1 | -4 | 2 | 0 | 5 | -3 | 17 | 4
OC(CSc1ccc(F)cc1)CN1CCN(c2ccccc2)CC1 (centres undefined)
  -12 | 1 | 0 | -1 | -10 | 2 | -2 | 2 | -11
C[C@@H]1CN([C@@H](C)CO)S(=O)(=O)c2ccc(/C=C/c3ccccc3)cc2O[C@@H]1CN(C)Cc1ccc(C(=O)O)cc1
  -6 | -2 | -12 | 8 | -7 | -17 | 8 | 4 | 3
Cc1nc2c(-c3ccc(F)cc3)c(C)nn2c(C)c1CCC(=O)N1CCN(c2ccccn2)CC1
  -1 | 1 | -9 | 10 | 5 | -33 | -12 | -1 | -2

An excerpt of these results, tab-delimited:
Compound	CHRM1 agonist	CHRM4 agonist	CHRM1 antagonist	CHRM1 PAM	M5 antag	M4 antag	CHRM5 PAM	TAAR1 agonist	CHRM5 agonist
C=CCN1C(=NC(=O)CCC)SC2CS(=O)(=O)CC21 (centres undefined)	-2	0	-8	9	-4	13	4	13	-1
COc1cccc(NC(=O)Nc2cccn(Cc3ccc(C)cc3)c2=O)c1	-3	2	-2	2	-3	0	4	3	1
O=C(Nc1ccc(F)c(Cl)c1)c1csc([C@@H]2C[C@H](O)[C@@H](CO)O2)n1	-2	2	13	-5	6	-2	0	5	1
COC(CNC(=O)Cn1nc(Cc2ccncc2)c2ccccc2c1=O)OC	-2	0	-18	10	-2	-14	-2	3	-4
O=C1NN(c2ccccc2)C(=O)/C1=C\c1ccc2c(c1)OCO2	-1	1	-4	2	0	5	-3	17	4
CN(C)CCCN(C(=O)c1ccc(S(=O)(=O)N(C)C)cc1)c1nc2cc3c(cc2s1)OCO3	-12	2	1	-2	6	11	-2	7	-6

Further entries:
The line under a structure holds: CHRM1 agonist | CHRM4 agonist | CHRM1 antagonist | CHRM1 PAM | M5 antag | M4 antag | CHRM5 PAM | TAAR1 agonist | CHRM5 agonist
O=C(NCCOc1ccccc1)C1CCC(=O)N(Cc2ccc(Cl)cc2)C1 (centres undefined)
  -2 | 2 | 4 | -1 | 12 | 2 | -2 | 0 | -4
O=C(COc1ccc2ccccc2c1Br)Nn1cnnc1
  -1 | -1 | -3 | 3 | 9 | -16 | -1 | 2 | 0
COc1ccccc1N1CC(C(=O)OCc2nc(N)nc(Nc3ccccc3)n2)CC1=O (centres undefined)
  0 | 4 | -13 | 16 | -1 | -14 | 5 | 3 | 5
CC1CCCC(NC(=O)C2CCN(S(=O)(=O)N3CCCCCC3)CC2)C1C (centres undefined)
  -6 | 2 | -4 | 8 | -1 | -2 | -4 | 2 | 0
COC(=O)c1sc2nc(-c3ccccc3)nc(N3CCN(C)CC3)c2c1C
  12 | 4 | -27 | 5 | -10 | -19 | 7 | 10 | -1
Clc1ccc(-c2nnc3n2-c2ccccc2SC3)cc1
  -4 | -2 | -8 | 2 | 10 | -10 | 2 | -2 | 0
CCCn1c(=O)c2ccccc2n2c(SCCOc3ccccc3)nnc12
  -4 | 2 | -8 | 0 | -6 | 1 | 1 | 4 | 2
CCCCNC1=NCCS1
  0 | 0 | -11 | 6 | 9 | 6 | 1 | 1 | -4
